Compound activity as filed in PubChem BioAssay.
C2C12 statin: suppression of simvastatin myotoxicity; C2C12 myotubes + simvastatin, ATP luminescence, 48 h; scaled: DMSO 0, geranylgeraniol control 100; rescue of ATP level, % at 7.49 µM; hit rate 0.78% among 330,000;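 active means mean ATP rescue above about 67%, or every replicate alone reaching that limit, limit read from the data, passing the limit was not always enough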;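 further: myotubes were challenged with 10 µM simvastatin during compound exposure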
Casp6 inh: caspase-6 (human) enzyme inhibition | P55212 | purified caspase-6, Z-VEID-R110 cleavage fluorescence | inhibition, % at 12.5 µM | hit rate 0.53% among 350,000;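 active means mean inhibition across replicates at least about 35%, with every replicate also reaching that limit, limit read from the data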;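 further: 0% = median of neutral control wells and 100% = no fluorescence left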
Target sequence (P55212 24-179 limits assumed): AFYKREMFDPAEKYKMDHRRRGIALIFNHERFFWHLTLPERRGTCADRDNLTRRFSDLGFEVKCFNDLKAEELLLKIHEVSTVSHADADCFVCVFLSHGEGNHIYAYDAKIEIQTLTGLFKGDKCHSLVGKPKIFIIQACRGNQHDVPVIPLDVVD
Target sequence (P55212 194-293 limits assumed): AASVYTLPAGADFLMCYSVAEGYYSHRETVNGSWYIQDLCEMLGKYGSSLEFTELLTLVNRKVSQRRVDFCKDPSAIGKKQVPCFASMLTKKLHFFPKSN
esBAF inh: inhibitors of esBAF chromatin remodeling in mouse ES cells. Bmi1-luciferase knock-in reporter, 24 h; 100% = twice the neutral-well signal. reporter increase, % at 12.5 µM. hit rate 2% among 350,000. AID 602393; in the data active means activation above about 40%;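 further: 0% = median of the plate's neutral control wells and 100% = double that signal; a rise in the Bmi1 reporter signal indicates esBAF inhibition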
FN deposit inh: fibronectin deposition inhibition | AH1F fibroblasts, Alexa488-fibronectin deposition fluorescence, overnight | hit rate 0.086% among 350,000 | inhibition, % at 12.6 µM | AID 743247;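 active means mean inhibition across replicates of 30% or more, regardless of how many single replicates reach that level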;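 further: positive control wells lacked labelled fibronectin entirely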
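material = AH1F fibroblast monolayer depositing Alexa488-labelled fibronectin into matrix | amount = 10000 AH1F cells/well | buffer or medium = DMEM plus 2% serum, read in PBS | incubation = 1 h cell adhesion before compound, then overnight fibronectin incubation | detection = fluorescence at 485 nm excitation, 525 nm emission | evaluation = percent inhibition as loss of matrix-bound fibronectin fluorescence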
S100A4 MyoIIA: blocks human S100A4 binding to myosin IIA peptide | AID 652163 | hit rate 0.14% among 360,000 | P26447 | S100A4/TAMRA-MyoIIA peptide fluorescence polarization | inhibition, % at 10.7 µM;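 active means mean inhibition of at least 70% across replicates, with every replicate also reaching that level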
Target sequence (P26447 whole entry, looked up): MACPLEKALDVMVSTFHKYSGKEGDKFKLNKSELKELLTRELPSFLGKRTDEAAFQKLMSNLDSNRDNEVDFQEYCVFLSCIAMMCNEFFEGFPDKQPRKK
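Material: S100A4 monomer protein | Medium: HEPES pH 7.2 with CaCl2, KCl, NaCl, DTT, Triton | Reagent: Labelled myosin peptide probe, 5 nM | Doses: One dose per compound | Times: 5 min incubation before reading | Benchmarks: Neutral control DMSO, positive control TFP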
SIRT5 block: sirtuin-5 (human) deacylase inhibition. Q9NXA8. Purified SirT5, succinyl-peptide AMC, trypsin-coupled fluorescence. inhibition, % at 15 µM. hit rate 1.1% among 330,000. AID 652115; in the data active means inhibition above about 15%
Target sequence (Q9NXA8 whole entry, looked up): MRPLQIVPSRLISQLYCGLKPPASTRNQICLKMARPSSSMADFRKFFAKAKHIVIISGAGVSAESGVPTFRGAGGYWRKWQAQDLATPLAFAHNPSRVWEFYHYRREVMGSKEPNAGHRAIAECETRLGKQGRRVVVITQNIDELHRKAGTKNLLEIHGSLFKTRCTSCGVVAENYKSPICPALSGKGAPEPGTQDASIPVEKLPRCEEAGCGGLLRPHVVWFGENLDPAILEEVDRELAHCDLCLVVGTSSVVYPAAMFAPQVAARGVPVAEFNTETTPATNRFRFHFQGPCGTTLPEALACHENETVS
LGR2 antag: inhibitors of bursicon-induced Drosophila LGR2 receptor cAMP signaling; HEK293 LGR2, CRE-luciferase, bursicon-stimulated, 4 h; inhibition, % at 9.99 µM; hit rate 0.35% among 380,000;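 active means drop in luminescence signal, shown as inhibition above about 50% in the replicate tests, limit read from the data, passing the limit was not always enough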;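 further: agonist challenge used bursicon conditioned medium at about half maximal strength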
An asterisk follows results filed as active; · = no result given. Not all compounds are listed (hit frequency here may not be typical).

Below each compound – C2C12 statin, Casp6 inh, esBAF inh, FN deposit inh, S100A4 MyoIIA, SIRT5 block, LGR2 antag
> O=C(Cc1n[nH]c(=O)[nH]c1=O)N/N=C/c1cccc(O)c1
  0, ·, 2, 0, ·, ·, ·
> Cc1cc([N+](=O)[O-])ccc1NC(=O)CN1CCN(Cc2ccccc2)CC1
  -7, -1, -3, 1, 1, 2, 18
> Cc1nnc(SCC(=O)Nc2sccc2C(N)=O)n1Cc1ccccc1
  3, 4, 0, ·, -2, 0, 7
> CCOC(=O)C1CCCN(C(=O)c2c(-c3ccccc3)noc2C)CC1 (configuration not stated)
  1, 1, 4, 1, -4, ·, 9
> COc1ccc(OC)c(NC(=O)COC(=O)Cn2nnc(-c3ccccc3)n2)c1
  5, -2, 1, -5, -8, -4, -16
> Fc1ccc(Nc2ccc3ccccc3n2)c(F)c1
  ·, 3, ·, 19, 10, 3, 45
> O=C(CCNC(=O)c1ccco1)Nc1ccc(C(F)(F)F)cc1
  -9, 0, 0, 0, -2, -2, 10
> C[C@H]1CN([C@@H](C)CO)C(=O)c2cc(C#Cc3cccnc3)cnc2O[C@@H]1CN(C)C(=O)CN(C)C
  19, -3, 3, ·, 61, -3, 2
> O=[N+]([O-])c1ccc(Cl)c(S(=O)(=O)NC2=NCCC2)c1
  2, 2, -1, -1, -8, 8, 2
> CCC(C)N(C)C1CCN(C(=S)Nc2cccc(OC)c2)CC1 (configuration not stated)
  -18, -7, -4, -3, -2, -3, -2
> Cc1ccc(S(=O)(=O)N2CCN(C(=O)N3CCCCC3)CC2)c(C)c1
  -7, 0, 2, -2, 7, ·, -5
> Cc1cc2nc(C(C)(C)C)c(Cc3cccc(Cl)c3)n2c(C)c1Br
  ·, 0, ·, 9, -1, 5, -1
> C[C@H](CO)N1C[C@H](C)[C@H](CN(C)S(=O)(=O)c2cccs2)Oc2ccc(NS(=O)(=O)c3cn(C)cn3)cc2C1=O
  28, 0, 4, ·, -4, ·, 6
> CCC1Nc2ccccc2-c2nnc(SC)nc2O1 (configuration not stated)
  11, 4, -2, ·, 5, 2, -2
> Cc1ccc(OCC(=O)N(C)CC(=O)N(CC(C)C)c2c(N)n(CC(C)C)c(=O)[nH]c2=O)c(C)c1
  9, 6, 0, 3, 5, -1, 6
> CC(C)(C)c1ccc(S(=O)(=O)N2CCN(C3CCCC3)CC2)cc1
  18, -2, 6, -1, -6, -4, 1
> COc1cc2c(=O)n(Cc3ccccc3)c(=O)n(CC(=O)NCC3CCCO3)c2cc1OC (configuration not stated)
  -1, ·, -7, 2, ·, ·, ·
> Cc1cccc(NC(=O)CN2C(=O)S/C(=C\c3cccn3-c3cccc(C(=O)O)c3)C2=O)c1
  -3, 28, -4, 1, -1, 0, 3
> COc1ccc(C#Cc2cnc3c(c2)C(=O)N([C@H](C)CO)C[C@H](C)[C@H](CN(C)S(=O)(=O)c2cn(C)cn2)O3)cc1OC
  25, 0, -1, 5, 0, 8, -4
> CCOC(=O)CSc1nnc(NC(=O)c2cccc(S(=O)(=O)N3CCCC3)c2)s1
  5, 5, 7, ·, -1, 0, -9

Overlap with the part before: 2 entries, followed by the next part.
Below each compound – C2C12 statin, Casp6 inh, esBAF inh, FN deposit inh, S100A4 MyoIIA, SIRT5 block, LGR2 antag
> COc1ccc(C#Cc2cnc3c(c2)C(=O)N([C@H](C)CO)C[C@H](C)[C@H](CN(C)S(=O)(=O)c2cn(C)cn2)O3)cc1OC
  25, 0, -1, 5, 0, 8, -4
> CCOC(=O)CSc1nnc(NC(=O)c2cccc(S(=O)(=O)N3CCCC3)c2)s1
  5, 5, 7, ·, -1, 0, -9
> COc1ccc(S(=O)(=O)N(C)C[C@@H]2Oc3ccc(NS(=O)(=O)c4ccccc4)cc3CC(=O)N([C@@H](C)CO)C[C@H]2C)cc1
  -1, -1, 4, ·, -20, 4, 13
> Cc1ccc(S(=O)(=O)N2[C@@H](CO)CO[C@H]2CC(=O)c2ccc(F)cc2)cc1
  ·, 2, ·, 4, -2, -3, -6
> O=C(NC1(N2CCOCC2)CC1)c1ccc(Cl)cc1
  10, -2, -1, -1, 0, -2, -1
> O=C(Nc1nnc(-c2ccco2)o1)C1CC1
  -3, -3, -2, -3, -4, 7, -8
> CN(C)C(=O)c1cccc(-c2ccc3c(c2)[C@@H]2[C@@H](CCN2C(=O)c2ccncc2)[C@H](CO)N3C)c1
  -3, 0, 1, -12, 25, 6, -3
> O=C(/C=C/c1ccccc1Cl)NC1CCCCC1
  -2, -1, 29, 3, -4, -1, ·
> COc1cccc(C#Cc2ccc([C@@H]3[C@@H](CO)N4C(=O)CN(C(=O)Cc5cccnc5)C[C@H]34)cc2)c1
  ·, 8, ·, -3, 5, 3, 0
> CC(C)(C)OC(=O)N(CCc1ccccc1)Cc1ccccc1OCc1cccc(NC(=O)C2CCC2)c1
  -16, -4, -5, ·, 1, -1, 11
> C/C(=N\NC(=O)CN1CCOCC1)C(C)(C)C
  10, 0, -2, ·, -9, -2, -4
> C[C@H]1CN([C@@H](C)CO)C(=O)c2cc(C#CCN(C)C)cnc2O[C@H]1CN(C)C(=O)NC1CCCCC1
  1, -2, -3, -3, -18, -1, -10
> COc1ccccc1NC(=O)CSCC(N)=O
  3, -1, -1, ·, -1, -2, 4
> Cc1cc(C(=O)NN=C2C3CC4CC(C3)CC2C4)c2ccccc2n1
  13, ·, -7, -4, ·, ·, 8
> CCCC#Cc1cnc2c(c1)C(=O)N([C@H](C)CO)C[C@@H](C)[C@H](CN(C)S(=O)(=O)c1cn(C)cn1)O2
  19, -1, -2, ·, 13, 6, -12
> COc1cc(NC(=O)c2ccc(C(C)(C)C)cc2)c(OC)cc1NC(=O)CN1CCCCC1
  1, -3, -19, -7, 3, -2, -9
> CC(NC(=O)COC(=O)Cc1ccccc1[N+](=O)[O-])c1ccccc1 (configuration not stated)
  ·, -1, ·, 5, -6, 2, 8
> COc1ccc(-c2noc(-c3ccoc3C)n2)cc1OC
  ·, -1, ·, 0, -4, -4, -167
> CCCNC(=O)C[C@@H]1C[C@H]2c3cc(NC(=O)COC)ccc3O[C@H]2[C@H](CO)O1
  2, 6, 3, ·, -3, -3, -3
> S=C1NCCOCCNC(=S)NCCOCCOCCN1
  ·, -59, ·, -2, -5, -1, 0
> CN(C)c1ccc2c(c1)[C@H]1C[C@@H](CC(=O)NCc3ccc(Oc4ccccc4)cc3)O[C@@H](CO)[C@H]1O2
  10, -5, 19, -1, -4, ·, 27
> COC(=O)c1cccnc1NC(=S)NNC(=O)c1ccccc1
  -2, ·, 16, 2, ·, ·, ·
> CCOc1ccc(NC(=O)[C@@H]2CCC(=O)N2C2OC(=O)c3ccccc32)cc1 (some centres not stated)
  10, -2, -1, ·, 23, 1, 9
> O=C(C[C@@H]1C[C@@H]2c3cc(NC(=O)C4CCOCC4)ccc3O[C@@H]2[C@@H](CO)O1)NCc1cc(F)ccc1F
  2, -2, 1, ·, -13, -5, -1
> COc1ccc(-c2cccc(CCC(=O)N3CCN(c4cc(C)ccc4C)CC3)c2)cc1
  17, 0, 3, -2, -13, -5, 0
> COc1cc(C(=O)NCC(=O)N/N=C/c2cccc(OC(=O)c3ccco3)c2)cc(OC)c1OC
  ·, 1, ·, -12, 3, 0, 13
> C[C@@H](NC(=O)C[C@H]1CC[C@H](NC(=O)C2CC2)[C@H](CO)O1)c1ccccc1
  0, 5, 4, -1, 9, 2, 3
> CNC[C@H]1Oc2ncc(C#CC3CCCCC3)cc2C(=O)N([C@H](C)CO)C[C@H]1C
  8, ·, -8, -21, ·, ·, 10
> O=C(Nc1ccccc1)N(CCCN1CCOCC1)Cc1cccs1
  -6, 0, 0, -14, 2, ·, -4
> COc1cccc(COCC(O)Cn2cnc3cc(C)c(C)cc32)c1 (configuration not stated)
  1, -6, -7, 1, -1, -4, 20
> C[C@H]1CN([C@@H](C)CO)C(=O)Cc2cc(NC(=O)Nc3ccc(F)cc3)ccc2O[C@@H]1CN(C)S(=O)(=O)c1cccs1
  -33, -3, -4, 11, -14, -2, 3
> Cc1nc(C(=O)N2CCCC(N3CCN(c4ccccc4C)CC3)C2)cs1 (configuration not stated)
  -3, -7, 3, -1, -1, -1, 6
> COc1ccc(S(=O)(=O)N2CCN(C(=O)c3cccs3)CC2)cc1OC
  ·, 2, ·, ·, -4, -2, ·
> O=C(CC(=O)Nc1ccccc1C(=O)O)NNC(=O)Cc1ccccc1
  7, 4, -2, 3, -4, 1, 0
> CN(Cc1ccccc1)C(=O)COc1cc(=O)n(C)c2ccccc12
  -3, ·, 7, 7, ·, ·, ·
> O=C(COC(=O)CC1CCS(=O)(=O)C1)Nc1ccc(F)cc1 (configuration not stated)
  -11, 0, -6, 5, 0, -3, -1
> CCC(=O)Nc1ccc(C(=O)COC(=O)c2sc(C)nc2C)cc1
  -6, 8, -2, -6, -2, 0, 12
> CCS(=O)(=O)N1N=C(c2cccc(NS(C)(=O)=O)c2)CC1c1cccs1 (configuration not stated)
  10, -4, 2, -2, -63, 1, -3
> COc1ccc(CN2CCCC(C(=O)Nc3cccc(-n4cccn4)c3)C2)c(F)c1 (configuration not stated)
  ·, 1, ·, -6, 19, -1, -11
> O=C(N/C(=C\c1cccc(Br)c1)C(=O)N1CCCCC1)c1ccco1
  -3, 0, -2, -9, -10, 1, 10
> Cc1noc(C)c1-c1nc(CS(=O)(=O)c2ccc(F)cc2)no1
  -6, 4, -1, 3, -1, -5, -8
> O=C(CSc1ncn[nH]1)Nc1ccc(Br)cc1F
  4, ·, 1, ·, ·, ·, -8
> Cc1cccc(N2CCN(C(=O)CCCn3c(=O)[nH]c4ccsc4c3=O)CC2C)c1 (configuration not stated)
  5, ·, -5, 2, -8, 1, -4
> O=C(CN1C(=O)COc2ccccc21)N1CCc2ccccc21
  9, ·, -4, -9, ·, ·, ·
> C[C@H]1CN([C@@H](C)CO)C(=O)c2cc(NC(=O)C3CCCCC3)ccc2O[C@@H]1CN(C)C(=O)Nc1ccc(F)cc1
  5, 1, -2, ·, 9, -3, -22
> CSc1cc(-c2ccncc2)nc(-c2ccc(Cl)cc2)c1
  6, 1, -10, 2, 4, -1, 8
> O=C(Cc1ccccc1)N1CCc2[nH]nc(-c3ccccc3)c2C1
  12, 0, -11, -2, -6, 5, -17
> CCOC(=O)Nc1sc2nc(C)cc(C)c2c1-n1cccc1
  3, ·, -4, ·, ·, ·, 7
> CC(=O)NCCc1c[nH]c2ccc(OCC(O)CNC(C)(C)C)cc12 (configuration not stated)
  ·, -4, ·, 0, 2, -4, -5
> CCC(C)NS(=O)(=O)c1ccc(OCC(=O)NCc2ccccn2)cc1 (configuration not stated)
  8, -1, -4, -6, 12, -3, -2
> Cc1ccc(NC(=S)N(CCCN2CCCC2)Cc2cccn2Cc2ccc(Cl)cc2)cc1
  14, -23, -1, 6, 14, 8, -10
> C[C@@H]1CN([C@H](C)CO)S(=O)(=O)c2ccc(-c3cncnc3)cc2O[C@H]1CN(C)C(=O)C1CC1
  0, ·, -3, 1, ·, ·, 9
> O=C(c1ccccc1F)N1CC(=O)N2[C@H](C1)[C@@H](c1ccc(-c3cccnc3)cc1)[C@@H]2CO
  ·, 0, ·, ·, -8, -1, 7
> O=C(C[C@@H]1CC[C@@H](NC(=O)Nc2cc(F)ccc2F)[C@H](CO)O1)NCCCN1CCOCC1
  -9, 1, -4, -2, 10, -4, -7
> CCc1cccc2c(C(=O)C(F)(F)F)cn(CC(=O)NCC3CCCO3)c12 (configuration not stated)
  ·, 2, ·, -8, -4, 3, -8
> O=C(Cc1ccccc1)N1C[C@@H]2[C@H](c3ccccc31)[C@@H](CO)N2C(=O)C1CCCCC1
  14, 1, 0, ·, 9, -1, 0
> CN(CC(=O)NCCN1CCOCC1)S(=O)(=O)c1ccc(Cl)cc1
  -8, 2, -1, 0, 1, ·, ·
> COc1ccccc1NC(=O)N1CCCCN2[C@H](CO)[C@@H](c3ccc(-c4ccccc4)cc3)[C@@H]2C1
  ·, 1, ·, ·, -6, 10, ·
> COC(=O)[C@]12C[C@H](CC(=O)NCc3cccc(C(F)(F)F)c3)C(=O)N(CCC3=CCCCC3)C1=C[C@H](COCc1ccccc1)O[C@@H]2C
  ·, 2, ·, -1, -5, ·, 4
